WT yeast gro inh – growth inhibition of WT yeast, mitochondrial fusion screen | inhibition, % at 10 µM | hit rate 2.1% among 190,000 | mitochondrial fusion phenotypic screen, WT strain | AID 1362; in the data active = inhibition above about 58%; tested in S. cerevisiae
PMI inhibition – MPI inhibition at elevated mannose 6-phosphate – biochemical, fluorescence intensity, high mannose 6-phosphate, primary screen (AID 1220); recombinant PMI enzyme, coupled fluorescence intensity; higher % means a stronger effect; inhibition, % at 20 µM; hits with a dose series show IC50 in µM; hit rate 0.66% among 190,000
Ins promoter up – MIN6 insulin promoter up-regulation; hit rate 0.3% among 190,000; z-score at 5 µM; MIN6 insulin promoter-GFP reporter, high-content imaging; stronger effect = higher value;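 active = z-score above 3 at 5 µM with at least 500 cells counted in the well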
MT stabilize HCS – microtubule stabilizers in HeLa cells; HeLa tubulin immunostaining HCS, 24 h; share of cells brighter than vehicle mean+2SD; % tubulin-high responders, % at 10 µM; hit rate 0.83% among 200,000; AID 2205;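 active = plate Z-score above 3 for both tubulin-high and condensed-nucleus cell shares, with cell loss under 80%, at 10 µM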;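 note: anti alpha tubulin signal scored within the nucleus-defined area of each cell; some results filed as inactive read as strong as hits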
bCat nuc transl – modulators of beta-catenin nuclear translocation | AID 1665 | nuclear translocation activity, % at 5 µM | HeLa beta-catenin nuclear translocation, immunofluorescence imaging | hit rate 0.3% among 190,000;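 active = nuclear translocation activity above 50% at 5 µM, with a well cell count of 50 or more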;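 note: per-cell ratio of nuclear to cytoplasmic median beta-catenin stain intensity; plate controls were DMSO negative control for no effect and GSK-3 inhibitor IX positive control for full effect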
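Test system: HeLa cells, endogenous beta-catenin; Compound: single 5 µM dose plus 0.02–20 µM confirmation series; Times: compound exposure 24 h at 37°C; Signal: fluorescence imaging of beta-catenin antibody stain plus DAPI; Read-out: % activation, nuclear-to-cytoplasmic median beta-catenin signal ratio per cell.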
Dynein cargo inh – dynein cargo transport inhibition; AID 1381; 3617.4 mouse cells, GR-EGFP nuclear translocation imaging; test concentration mostly 20 µM; stimulated with dexamethasone, 1 µM; stronger effect = lower value; z-score, hits read low; hit rate 0.47% among 220,000;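 active = plate z-score of nuclear minus cytoplasmic receptor signal below a set negative limit, without overly bright fluorescence or cell loss, cut at about -3.5 in these data, passing the limit was not always enough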;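 note: z-score of nuclear minus cytoplasmic ring GR-EGFP intensity difference per well; some compounds called inactive have numbers as strong as hits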
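Buffer or medium: tetracycline-free induction medium containing charcoal-stripped FBS / Reagent: dexamethasone agonist, 1.0 µM final, for 30 min / Technique: automated 10x imaging of fixed Hoechst-stained cells / Times: induction 48 h, compound 1 h, agonist 30 min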
Autophagy mod – autophagy modulation, high-content screen | hit rate 0.98% among 190,000 | MEF GFP-LC3 puncta imaging; test concentration mostly 10 µM | calls only at 10 µM (by protocol);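 active = percentage of spot-positive cells more than 3 SD above its plate mean, without a fluorescence outlier flag or 80% toxicity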;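 note: spot-positive cell cutoff set from DMSO-treated cells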
Yfh1-depleted yeast – enhancers of respiration in Yfh1-depleted yeast, dose response, Friedreich's ataxia, plus single-dose screen (AID 1465) | S. cerevisiae Yfh1-off respiration, WST-1 reduction, 72 h; higher fold induction means a stronger effect | one-dose fold induction at 50 µM; EC50 in µM for titrated hits | hit rate 0.074% among 220,000;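 active = fold induction of absorbance versus untreated yeast above a set limit, then at least 30% activation at any dose in follow-up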;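 note: activators that raise dye reduction in frataxin-depleted yeast; strong numbers were not always called active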
PMI inhibitors – inhibitors of human PMI, primary screen, biochemical, fluorescence intensity, coupled assay (AID 1209); purified PMI enzyme, coupled fluorescence intensity; higher % means a stronger effect; one-dose inhibition, % at 20 µM; IC50 in µM for titrated hits; hit rate 0.42% among 190,000;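 note: plate controls were DMSO vehicle for no effect and wells lacking substrate for full effect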
WT yeast gro inh mutant strain – further read-out of WT yeast gro inh, marked with its call; inhibition, %; mitochondrial fusion phenotypic screen, mutant strain inhibition
Dynein cargo inh cytoplasmic EGFP – further read-out of Dynein cargo inh, marked with its call; z-score; measured here: cytoplasmic GR-EGFP intensity; stronger effect = higher value
Dynein cargo inh nuclear GR-EGFP – second read-out of Dynein cargo inh, no call of its own (marks repeat the call); z-score; measured here: nuclear GR-EGFP intensity;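 lower value marks the stronger effect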
Dynein cargo inh cell count – also measured in Dynein cargo inh; calls as there; z-score; measured here: cell count per field
Ins promoter up cell count – second read-out of Ins promoter up, no call of its own (marks repeat the call); cell count; measured here: cytotoxicity, nuclei count;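 total cells summed across four imaged fields per well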
bCat nuc transl cell count 5 µM – further read-out of bCat nuc transl, marked with its call; cell count; measured here: cell count, cytotoxicity flag
MT stabilize HCS Hoechst-high % – further read-out of MT stabilize HCS, marked with its call; % Hoechst-high responders; measured here: nuclear condensation Hoechst responders;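 share of cells brighter than vehicle mean plus two SD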
MT stabilize HCS cytotoxicity % – also measured in MT stabilize HCS; calls as there; toxicity, %; measured here: cytotoxicity by cell density;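 0% = mean cell density of plate MIN control wells and 100% = no cells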
Autophagy mod cell loss 18 h – further read-out of Autophagy mod, marked with its call; toxicity, %; measured here: cell loss, nuclei count;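 cell loss after 18 h compound exposure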
Active calls of the source: *; i = inactive; x = not tested or not shown; + = active, no number. Cut-off read from the data, not from the text of the source, unless noted: active = inhibition above about 50%; inactive = the rest.

SMILES	WT yeast gro inh	WT yeast gro inh mutant strain	PMI inhibition	Ins promoter up	Ins promoter up cell count	MT stabilize HCS	MT stabilize HCS Hoechst-high %	MT stabilize HCS cytotoxicity %	bCat nuc transl	bCat nuc transl cell count 5 µM	Dynein cargo inh	Dynein cargo inh cytoplasmic EGFP	Dynein cargo inh nuclear GR-EGFP	Dynein cargo inh cell count	Autophagy mod	Autophagy mod cell loss 18 h	Yfh1-depleted yeast	PMI inhibitors
Cc1cc(C)nc(NS(=O)(=O)c2ccc(NC(=O)c3cccc(N4C(=O)CCC4=O)c3)cc2)n1	-4	-21	5%	0.24	1293	4.7	2.1	5.6	-1.5	962	-0.64	-0.25	-0.59	0.8	i	0	i	14%
Cc1ccc(C(=O)C2=C(O)C(=O)N(c3ncccn3)C2c2ccc(Br)cc2)o1 (stereo unspecified)	x	x	x	1.3	976	x	x	x	0.3	1342	0.24	-0.23	0.63	-0.56	x	x	i	x
COc1cccc(/C=N/n2c(C)nc3ccccc3c2=O)c1O	1	-11	8%	-0.35	850	4.5	2.0	4.8	-1.8	1135	-0.68	-0.42	-0.39	0.41	i	9	i	-12%
COC(=O)c1ccc(OCC(O)CN2C(=O)NC(C)(C)C2=O)cc1 (stereo unspecified)	14	16	-2%	-0.71	851	2.8	2.2	11	-0.6	1104	-0.19	-0.11	0.11	0.24	i	-9	i	-6%
CCN(CC)c1ccc(C(=O)NN)cc1	-5	6	5%	-0.05	1323	1.8	1.8	9.0	-0.6	1096	0.31	-0.31	-0.14	0.46	i	16	i	3%
O=S1(=O)CCC(NC(=S)SCc2ccccc2Br)C1 (stereo unspecified)	-2	13	13%	0.82	1165	3.9	2.5	4.5	x	x	-4*	1.6*	-1.8*	-0.87*	i	-5	i	15%
COc1ccc2nc(NC(=O)C3CCCN(S(=O)(=O)c4cccc5nsnc45)C3)sc2c1 (stereo unspecified)	39	26	8%	-1.3	1798	2.3	2.7	9.4	-0.5	1090	-0.027	-0.042	0.22	-0.91	i	-5	i	10%
CN(C)C=NC(=O)c1cc(C(=O)c2ccccc2Cl)c[nH]1	3	4	11%	0.59	1503	4.9	2.5	5.3	-0.7	844	-0.59	-0.31	0.24	0.02	i	22	i	7%
O=C(CN(c1ccc(F)cc1)S(=O)(=O)c1ccc2c(c1)OCCO2)Nc1cccnc1	-7	-19	11%	0.51	1248	1.0	1.2	1.5	x	x	-0.21	-0.11	0.12	0.54	i	0	i	15%
COCCCN(C(=O)c1cccnc1SC)c1c(N)n(Cc2ccccc2)c(=O)[nH]c1=O	6	0	-2%	0.11	1297	5.3	2.5	6.9	-1.3	1095	-0.078	-0.18	0.55	-0.56	i	-12	i	1%
COc1ccc(Br)cc1C(=O)Nc1cccc(C)c1C	17	11	0%	-0.89	1145	3.1	1.8	1.1	3.6	477	0.45	-0.27	0.34	0.59	i	0	i	-4%
S=c1[nH]nc(-c2ccncc2)n1/N=C/c1cn(-c2ccccc2)nc1-c1ccc(Cl)cc1	x	x	x	-0.1	888	x	x	x	-0.4	1399	0.0072	-0.21	0.43	-0.077	x	x	i	x

Complete entries from above. Values in the order: WT yeast gro inh	WT yeast gro inh mutant strain	PMI inhibition	Ins promoter up	Ins promoter up cell count	MT stabilize HCS	MT stabilize HCS Hoechst-high %	MT stabilize HCS cytotoxicity %	bCat nuc transl	bCat nuc transl cell count 5 µM	Dynein cargo inh	Dynein cargo inh cytoplasmic EGFP	Dynein cargo inh nuclear GR-EGFP	Dynein cargo inh cell count	Autophagy mod	Autophagy mod cell loss 18 h	Yfh1-depleted yeast	PMI inhibitors
Shown for COc1cccc(/C=N/n2c(C)nc3ccccc3c2=O)c1O → 1	-11	8%	-0.35	850	4.5	2.0	4.8	-1.8	1135	-0.68	-0.42	-0.39	0.41	i	9	i	-12%
Shown for CN(C)C=NC(=O)c1cc(C(=O)c2ccccc2Cl)c[nH]1 → 3	4	11%	0.59	1503	4.9	2.5	5.3	-0.7	844	-0.59	-0.31	0.24	0.02	i	22	i	7%
Shown for S=c1[nH]nc(-c2ccncc2)n1/N=C/c1cn(-c2ccccc2)nc1-c1ccc(Cl)cc1 → x	x	x	-0.1	888	x	x	x	-0.4	1399	0.0072	-0.21	0.43	-0.077	x	x	i	x

New compounds follow.
SMILES	WT yeast gro inh	WT yeast gro inh mutant strain	PMI inhibition	Ins promoter up	Ins promoter up cell count	MT stabilize HCS	MT stabilize HCS Hoechst-high %	MT stabilize HCS cytotoxicity %	bCat nuc transl	bCat nuc transl cell count 5 µM	Dynein cargo inh	Dynein cargo inh cytoplasmic EGFP	Dynein cargo inh nuclear GR-EGFP	Dynein cargo inh cell count	Autophagy mod	Autophagy mod cell loss 18 h	Yfh1-depleted yeast	PMI inhibitors
CC(NC(=O)C(Cc1ccccc1)N1C(=O)C2C3CCC(C3)C2C1=O)c1ccccc1 (stereo unspecified)	0	14	18%	-0.53	1202	2.6	1.3	5.9	1.3	1336	0.89	-0.19	0.46	-1	i	-2	i	4%
CC(C)CNS(=O)(=O)c1ccc(NC(=O)Cn2nc(-c3ccc(F)cc3)ccc2=O)cc1	-7	-23	-14%	0.07	2372	7.5	3.3	11	-0.2	873	0.86	-0.26	0.053	-0.46	i	2	i	3%
CCOC(=O)N1CCC(NC(=O)C(NS(=O)(=O)c2ccc3c(c2)CCN3C(=O)CC)C(C)C)CC1 (stereo unspecified)	0	6	-12%	-0.54	1093	5.2	1.9	4.6	0.9	1125	-0.26	-0.28	-0.23	0.4	i	2	i	-15%
CCCCOc1ccc(CSc2nncn2N)cc1	-12	-11	9%	0.15	1214	5.3	2.0	1.4	-1.9	917	0.041	-0.23	0.54	0.4	i	-53	i	4%
O=C(CC1C(=O)NCCN1Cc1cccc(Oc2ccccc2)c1)NCCc1ccncc1 (stereo unspecified)	1	1	8%	x	x	0.9	1.7	6.5	-2.0	1043	0.47	-0.28	0.58	0.48	i	1	i	-10%
C/C(Cl)=C/CSc1nnc2n(N)c(=O)c3ccccc3n12	-19	-23	-6%	0.46	1471	3.4	2.8	8.3	0.2	1406	-0.54	-0.22	-1	0.24	i	3	i	7%
COCCN(C(=O)CSc1nnc(C)n1Cc1ccccc1)c1c(N)n(CC(C)C)c(=O)[nH]c1=O	6	6	-10%	-0.22	1188	3.8	1.6	6.7	1.1	1116	-0.041	-0.28	-0.16	0.96	i	2	i	-12%
CC(=O)Nc1ccc(-c2csc(Nc3ncccn3)n2)cc1	-7	-6	-3%	0.06	1536	2.1	2.1	10	-1.7	1033	-0.72	-0.33	-0.22	0.62	i	18	i	-2%
COc1ccc2c(c1)c1ccc3c(c1n2C)C(=O)C=CC3=O	x	x	x	-0.2	1196	x	x	x	1.7	1176	-5.8*	1.4*	-2.7*	-1.7*	x	x	i	x
Clc1ccc(CSc2nnc(-c3cccnc3)n2Cc2ccco2)c(Cl)c1	-2	4	8%	0.74	995	4.4	1.9	11	2.7	822	-2.2	-0.003	-1.3	0.92	i	20	i	10%
Cn1c(=NC(=O)C2=NNC(=O)CC2)sc2ccccc21	-5	2	0%	-0.92	1436	14	2.6	25	3.9	836	-0.76	-0.33	-0.16	0.49	i	5	i	2%
COC(=O)C(NC(C)=O)(Nc1ccccc1)C(=O)OC	-2	6	-1%	x	x	1.2	4.5	12	-3.2	1119	-0.96	-0.14	-0.037	0.095	i	-5	i	2%
C#CCOCCOCCOCCNc1nc(N2CCOCC2)nc(N2CCN(C(=O)[C@H](CCC(=O)O)n3cc(C(N)Cc4ccc(O)cc4)nn3)CC2)n1 (stereo partly specified)	0	10	-16%	0.64	1431	3.5	0.7	1.9	1.8	1113	1.4	-0.1	1.3	-1.7	i	6	i	-18%
N#Cc1cccc(NC(=O)CN2NS(=O)(=O)c3ccccc3C2=O)c1	2	-1	3%	-0.11	863	1.5	1.5	13	x	x	-0.47	0.018	-0.05	1	i	17	i	2%
O=C(NC1CC1)C1=C[C@H](c2ccc(Br)cc2)C[C@H](OCc2ccc(CO)cc2)O1	x	x	x	0.35	891	x	x	x	1.1	1270	-0.39	-0.66	-0.015	-0.36	x	x	i	x
C=C(C)CSc1[nH]c(=O)cc(C)c1C#N	10	-14	3%	0.43	1333	1.4	1.8	7.5	-1.3	1120	-0.84	-0.3	-0.6	1.5	i	2	i	8%
CC(NC(=O)c1cccnc1)C(c1ccccc1)N1CCN(C)CC1 (stereo unspecified)	8	5	-5%	-0.25	923	2.1	1.1	7.9	-5.5	1219	1.6	-0.23	1.4	0.016	i	-7	i	0%
Cc1c2c(n3c(nc4ccccc43)c1C#N)N(CCN1CCOCC1)CC2	-17	-8	x	-0.13	1245	1.3	2.4	6.5	-0.5	1498	-1.1	-0.12	-0.76	-0.64	i	-10	i	x
COc1ccc(CN2CCCC(C(=O)N3CCCC3)C2)cc1 (stereo unspecified)	-7	-1	-6%	0.49	1608	1.9	1.2	1.9	-1.7	1393	-0.83	-0.15	-0.094	0.18	i	7	i	-1%
COC(=O)C1=CNC=C(C(=O)OC)C1c1ccc(Cl)cc1	12	14	12%	x	x	2.1	2.0	8.1	x	x	-0.1	-0.26	-0.026	1.6	i	-3	i	19%
O=C(Nc1sccc1C(=O)NCc1ccco1)c1cccnc1	-4	-6	-12%	0.19	2038	3.3	0.7	24	0.9	1095	-0.44	-0.29	-0.15	0.6	i	1	i	-1%
CCOC(=O)c1[nH]c(C)c(C(=O)c2cc(F)ccc2F)c1C	10	18	7%	-1.8	913	13	70	17	55*	277*	-0.47	2	0.13	-0.74	+	66*	x	8%
NNc1cc(C(=O)O)ccc1Cl	x	x	x	0.04	1393	x	x	x	-1.0	1158	0.059	-0.25	0.2	-0.2	x	x	i	x
O=C(NC(CO)(CO)CO)c1coc(=O)c(Br)c1	27	10	-19%	0.69	1361	2.7	1.8	8.7	3.5	1416	-0.046	-0.22	-0.2	0.68	i	-28	i	-26%

Assay outcomes deposited in PubChem by several laboratories.
